BCR signal inh: qHTS Assay to Find Inhibitors of Chronic Active B-Cell Receptor Signaling; ABC-DLBCL IkBa-CBG/CBR reporter, luminescence ratio, 4 h; 0.05% of 340,000 active; Potency, µM (highest dose often 46.1 µM), without a hit: top-dose ratio change, negative = lower green/red ratio, most hits filed as inhibitors; active = well fitted inhibition curve with a large enough effect in the signal ratio, with a control signal flat, not every such curve was filed as active; inconclusive = small, poorly fitted or top-dose-only effect, or effect the other way, or a change in a side signal; the % refers to the signal ratio;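 note: potency is the fitted concentration of half-maximal effect; plate controls were basal doxycycline-induced cells for no effect and cells given 10 µM MG132 for full effect; MG132 reads +100%, hits lower the ratio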
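Cell line TMD8 (human ABC DLBCL), stably expressing tet-inducible CBG68-IkBa fusion and CBR; IMDM/0.5% FBS; cpd up to 46 uM; dox induction, 4 h, 37C/5% CO2; dual luminescence; green/red ratio; MG132 control.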
FBPA coupling cs: qHTS Assay for Inhibitors of Fructose-1,6-bisphosphate Aldolase from Giardia Lamblia: Coupling assay counterscreen; coupling enzyme system counterscreen, AmpLite Red fluorescence; activity change, negative = inhibition, % at 58.2 µM, hits read low; AID 2472, 2010; 0.67% of 290,000 active; in the data active = activity change below about -30%; note: % is set by controls: 0 for no effect and ±100 for the full control effect
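First, compound is pin-transferred into glyceraldehyde-3-phosphate coupling-enzyme reagent at 57.5 uM final and held 10 min at RT. Next, substrate, coupling system and AmpLite Red are added. After 20 min RT, fluorescence (525/598 nm) is read.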
B2AR arrestin: qHTS assay of beta-arrestin-biased ligands of beta2-adrenergic receptor; Beta-2 adrenergic receptor (Homo sapiens), P07550; beta-arrestin recruitment to beta2AR, cell-based reporter; Potency, µM (titrated, usually from 46.1 µM), for inactives: top-dose activation, hits mostly activators; 0.02% of 330,000 active;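 note: potency is the fitted concentration of half-maximal effect; 0% = DMSO controls and full agonism = EC100 isoproterenol or metaproterenol; nearly all actives have a fitted effect of over 65% in size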
Tb PFK block: qHTS Assay to Find Inhibitors of T. brucei phosphofructokinase; T. brucei PFK, ADP-Glo luminescence; AID 485367, 2010; 0.17% of 330,000 active; Potency, µM (top dose mostly 57.5 µM), without a hit: at the highest dose activity, negative = inhibition, most hits filed as inhibitors;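 note: potency is the fitted concentration of half-maximal effect; 0% = uninhibited 1x PFK enzyme wells and -100% = no-enzyme wells; nearly all actives have a fitted effect of over 60% in size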
Target sequence (O15648 whole entry, looked up): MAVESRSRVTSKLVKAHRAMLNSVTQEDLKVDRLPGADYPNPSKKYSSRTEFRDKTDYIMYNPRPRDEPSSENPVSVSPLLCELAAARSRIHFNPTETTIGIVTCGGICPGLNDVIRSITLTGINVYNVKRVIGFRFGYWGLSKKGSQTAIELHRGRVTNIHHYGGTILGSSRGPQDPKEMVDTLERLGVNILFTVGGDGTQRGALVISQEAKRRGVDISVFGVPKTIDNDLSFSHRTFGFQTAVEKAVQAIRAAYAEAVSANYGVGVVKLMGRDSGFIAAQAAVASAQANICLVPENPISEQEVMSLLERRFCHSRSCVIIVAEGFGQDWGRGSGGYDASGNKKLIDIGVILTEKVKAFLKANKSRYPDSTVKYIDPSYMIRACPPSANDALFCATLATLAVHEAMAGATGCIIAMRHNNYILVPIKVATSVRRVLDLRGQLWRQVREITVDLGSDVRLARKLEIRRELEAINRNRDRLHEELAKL
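Activity is normalized to no-enzyme wells (full inhibition) and 1.25 nM enzyme wells (no inhibition). Reaction: 0.5 mM F6P, 0.1 mM ATP, 45 min RT, ADP-Glo luminescence; concentration-response curves fitted and classed by quality.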
PTAP TSG101 blk: qHTS Assay for Iinhibitors of HIV-1 Budding by Blocking the Interaction of PTAP/TSG101; Tumor susceptibility gene 101 protein (Homo sapiens), Q99816; Fluorescence polarization, FITC-PTAP peptide / Tsg101 binding; Potency, µM (doses to about 115 µM), for inactives: top-dose activity change, negative = inhibition, most hits filed as inhibitors; 340,000 tested, under 10 active; AID 493005, 2010; active = well fitted inhibition curve with a large enough effect in the main read-out, with a control signal flat, not every such curve was filed as active; inconclusive = small, poorly fitted or top-dose-only effect, or effect the other way, or a change in a side signal; inactive = no such curve, though single readings can be large or run the other way; note: potency is the fitted concentration of half-maximal effect; % of control where 0% means no effect
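Fluorescence anisotropy tracks displacement of a FITC-tagged PTAP peptide (50 nM) from the Tsg101 binding domain (10 uM), following a 20 min room-temperature incubation at pH 7.5.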
PKM2 activator: qHTS Assay for Activators of Human Muscle isoform 2 Pyruvate Kinase. 0.34% of 260,000 active. Pyruvate kinase PKM (Homo sapiens), P14618. purified PKM2, Kinase-Glo ATP luminescence, activation; response scale: 0% is enzyme alone, no compound. Potency, µM (series often up to 57.5 µM), inactives show at the top dose activation, usual class: activators; note: potency is the fitted concentration of half-maximal effect; % is set by controls: 0 for no effect and ±100 for the full control effect; nearly all actives have a fitted effect of over 55% in size
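Kinase-Glo luminescence reports ATP generated from ADP (0.1 mM) and PEP (0.5 mM) by purified hPK-M2 after 1 h at room temperature, pH 7.2 imidazole buffer; intermediate enzyme activity allows detecting inhibitors and activators.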
Giardia kill: Small Molecules that selectively kill Giardia lamblia: qHTS; Giardia lamblia trophozoite viability; activity change, % at 7.66 µM, hits read low; 0.15% of 340,000 active; AID 540267, 2011; in the data active = activity change below about -80%; inconclusive = between about -30% and that limit;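 note: parasites exposed to compound for two days anaerobically before the ATP read; % is set by controls: 0 for no effect and ±100 for the full control effect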
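Killing of trophozoites was scored by loss of ATP luminescence after a 48 hrs anaerobic exposure to compounds at 37 deg C, using 100 cells per well.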
S-ASM inh: Inhibitors of Secretory Acid Sphingomyelinase (S-ASM): qHTS. Potency, µM (doses to about 57.5 µM), inactives show top-dose activity change, negative = inhibition, actives largely listed as inhibitors. 0.006% of 340,000 active. AID 504937, 2011. Sphingomyelin phosphodiesterase (Homo sapiens), P17405. placental ASM, HMU-PC fluorogenic substrate, 60 min; note: potency is the fitted concentration of half-maximal effect
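Steps: dispense placental human ASM, pin compound, wait 10 min at room temperature, add HMU-PC0 substrate at 9 uM final, incubate 60 min at 37 °C, add stop solution raising pH to 10, read fluorescence.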
Integrin act MD: qHTS for Activators of Integrin-Mediated Alleviation for Muscular Dystrophy. alpha7betagal myoblasts, beta-gal FDG fluorescence, 48 h. 0.064% of 350,000 active. Potency, µM (series often up to 38.3 µM), without a hit: at the highest dose activation, hits mostly activators;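 note: potency is the fitted concentration of half-maximal effect; 100% = response of the positive control SU9516; nearly all actives have a fitted effect of over 60% in size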
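Alpha7betagal+/- myoblasts (passage 13) were plated 16-24 hr, then exposed to compounds (1:260 dilution of DMSO stock) for 48 hours at 37C. After MPER lysis, β-galactosidase reporter activity was read as FDG fluorescence (ex 480/em 540) after 30 minutes.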
Menin MLL FP TR: qHTS Assay for Inhibitors Targeting the Menin-MLL Interaction in MLL Related Leukemias: Competition With Texas Red Labeled MLL-derived Mutant Peptide; O00255; Menin + Texas Red MLL mutant peptide, fluorescence polarization; Potency, µM (highest dose often 61.6 µM), inactives show at the highest dose FP activity change, negative = inhibition, hits mostly inhibitors; 0.23% of 270,000 active; AID 1768, 2009; active = well fitted inhibition curve with a large enough effect in the polarisation, with a control signal flat, not every such curve was filed as active; inconclusive = small, poorly fitted or top-dose-only effect, or effect the other way, or a change in a side signal; inactive = no such curve, though single readings can be large or run the other way; the % refers to the polarisation; note: potency is the fitted concentration of half-maximal effect; % of control where 0% means no effect; many of its hits are not listed in these tables
GALK inh: qHTS Assay for Inhibitors of Human Galactokinase (GALK). Purified GALK, Kinase-Glo residual ATP luminescence. 0.007% of 270,000 active. AID 1868, 2009. P51570. Potency, µM (top dose mostly 57.5 µM), inactives show at the top dose activity change, negative = inhibition, usual class: inhibitors; note: potency is the fitted concentration of half-maximal effect; % is set by controls: 0 for no effect and ±100 for the full control effect
Target sequence (P51570 whole entry, looked up): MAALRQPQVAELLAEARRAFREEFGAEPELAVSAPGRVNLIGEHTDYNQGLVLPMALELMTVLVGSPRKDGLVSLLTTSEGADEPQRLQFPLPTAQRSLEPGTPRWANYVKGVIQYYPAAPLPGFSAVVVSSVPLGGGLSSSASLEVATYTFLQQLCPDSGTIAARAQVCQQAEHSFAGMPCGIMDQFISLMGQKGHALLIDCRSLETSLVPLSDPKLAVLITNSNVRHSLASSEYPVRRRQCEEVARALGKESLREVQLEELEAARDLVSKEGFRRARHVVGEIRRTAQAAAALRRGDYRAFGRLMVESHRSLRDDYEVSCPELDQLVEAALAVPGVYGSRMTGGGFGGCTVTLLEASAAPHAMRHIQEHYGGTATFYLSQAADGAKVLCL
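Kinase-Glo Plus luminescence measured ATP left after a 1 h room-temperature reaction. The reaction used 5 nM GALK, 100 uM galactose and 35 uM ATP at pH 8.0 (20 mM HEPES, 5 mM MgCl2, 60 mM NaCl, 1 mM DTT, 0.01% BSA).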
Numbers without * were called inactive; ? = inconclusive; nt = no result given; & = joins results of further samples; [ ] = dose if it differs, or a comment. Unless noted, calls come from the whole dose curve; as a rule, active = well fitted curve in the direction sought with a large enough effect; inconclusive = small, poorly fitted or top-dose-only effect, or another doubt; inactive = no such curve, though single readings can be large; an effect the other way counts as inactive or inconclusive. An excerpt; count on the stated rates, not on these rows.

SMILES	BCR signal inh	FBPA coupling cs	B2AR arrestin	Tb PFK block	PTAP TSG101 blk	PKM2 activator	Giardia kill	S-ASM inh	Integrin act MD	Menin MLL FP TR	GALK inh
CCOc1cccc2cc(-c3nnc(NCc4ccc5c(c4)OCO5)s3)c(=O)oc12	-18.0%	0.0	-0.5%	1.3%	-1.5%	0.1%	13.5	61.0%[activator]	1.8%	-29.3%	2.1%
O=C(Nc1ccccc1NC(=O)c1ccc(F)cc1)c1ccc(F)cc1	0.5%	2.2	-1.3%	-0.1%	-1.9%	nt	5.5	2.5%	-0.9%	?	2.4%
O=C(COC(=O)/C=C/c1ccc(Cl)c(Cl)c1)NC1CCS(=O)(=O)C1 (stereo unspecified)	?	nt	-0.2%	?	-1.8%	nt	-4.0	-0.4%	-20.7%	nt	nt
CCC1CCCCN1Cc1c(O)ccc2c(=O)c(-c3ccccc3)coc12 (stereo unspecified)	?	3.8	2.2%	-1.2%	-1.4%	0.1%	-8.1	105.0%[activator]	-19.1%	10.6%	-5.3%
COc1cc(/C=N/NC(=O)Cn2ccc(C(F)(F)F)n2)cc(OC)c1OC	-0.8%	0.1	0.9%	-2.0%	-4.5%	-1.1%	-5.0	-2.2%	14.4%	11.0%	-0.2%
Cc1cccc(N2CCN(c3nnc(C(F)(F)F)s3)CC2)c1	10.6%	-0.4	0.1%	-3.8%	-2.7%	-11.0%	?	3.3%	26.8%	nt	-1.7%
CCn1ncc(C2=NOC(C(=O)Nc3c(C)nn(Cc4ccc(F)cc4)c3C)C2)c1C (stereo unspecified)	10.6%	1.5	-0.9%	-6.2%	-0.4%	1.2%	-20.2	2.7%	9.1%	0.3%	3.5%
CCNS(=O)(=O)c1ccc(S(=O)(=O)N(Cc2ccccn2)C2CCCCC2)cc1	15.4%	0.5	-0.1%	3.0%	-6.8%	-1.8%	3.4	3.6%	-8.4%	-15.0%	-1.1%
CCN(Cc1cc2ccccc2[nH]c1=O)C(=O)C1CCCCC1	-9.1%	0.9	-0.4%	-0.3%	2.4%	-2.4%	-6.0	3.9%	8.0%	-12.3%	-0.3%
CCOc1ccc(C(C)NC(=O)Nc2ccccc2C(=O)OC)cc1 (stereo unspecified)	-1.0%	-0.4	-1.1%	3.1%	-9.3%	-0.4%	-1.4	-2.2%	8.2%[7.66 µM]	0.8%	-0.6%
C=CCn1c(C)cc(C(=O)COC(=O)c2n[nH]c(=O)c3ccccc23)c1C	0.2%	nt	-0.3%	-2.6%	-1.8%	nt	?	-0.9%	-22.3%	nt	nt
Nc1cc(=O)[nH]c(=O)n1Cc1ccccc1	0.1%	0.1&1.5	-1.7%	-6.4%	-7.1%	-1.7%&-1.4%	32.1[activator]	2.9%	2.2%	9.2%&-3.9%	nt
Oc1ccc(Cl)cc1CNCc1cccc2ccccc12	11.9%	nt	0.2%	0.0%	1.5%	nt	5.6	6.7%	7.7%	nt	nt
Cn1cccc1/C=N/NC(=O)CNc1cccc2ccccc12	-7.6%	-1.2	-0.5%	-3.2%	-2.6%	-2.0%	5.2	-0.9%	9.5%	nt	1.6%
Cc1ccc(-c2nnc(Nc3ccc(CC(N)=O)cc3)c3ccccc23)cc1S(N)(=O)=O	5.7%	0.2	0.5%	-0.4%	-4.6%	nt	-27.4	-2.4%	?	29.9%	1.5%
OCCNc1cc(-n2nc(-c3ccccc3)cc2-c2ccccc2)ncn1	-0.7%	0.2	-0.3%	0.5%	-6.2%	-3.0%	9.1	-1.2%	16.0%	-2.1%	-0.5%
COc1ccc(/C=C(\NC(=O)c2ccc(OC)cc2)C(=O)Nc2ccccc2C(=O)O)cc1	8.7%	7.2	0.4%	?	0.1%	nt	22.4	6.5%	14.5%	47.0%[activator]	nt
O=C1N/C(=C\c2nc3ccccc3s2)c2ccccc21	-2.5%	2.0	-0.8%	1.9%	nt	-1.4%	nt	nt	nt	?	10.9%
CC(C)OCCCNS(=O)(=O)c1ccc2c(c1)oc(=O)n2C	-0.2%	1.0	-0.4%	4.0%	-0.3%	1.9%	-0.9	1.8%	0.2%	-0.9%[11.7 µM]	2.6%
O=C(C1CCCN(S(=O)(=O)c2cccs2)C1)N1CCc2ccccc2C1 (stereo unspecified)	-1.0%	0.0	-2.2%	-1.3%	-11.2%	7.0%	18.9	1.7%	21.7%	-7.7%	-0.3%
C=CCC1(N(C(C)=O)c2ccccc2)CCCCC1	-1.7%	-0.6	0.1%	-0.4%	-11.7%	3.2%	3.2	5.4%	-6.9%	?	-2.1%
CCOc1ccc(C2=NNC(c3cccs3)=Nc3ccc(OC)cc32)cc1	?	-0.5	-0.2%	-2.7%	-4.4%	2.4%	3.1	-4.5%	0.0%	34.5%[activator]	1.2%
COc1ccc(N/C(C)=C/C(=O)c2ccccc2)cc1	?	2.7	0.4%	1.0%	-11.0%	11.6%	6.1	12.6%	-0.3%	4.8%	1.8%
Cc1ccc(N2C(=O)[C@@H]3[C@H](C2=O)C2c4ccccc4C=NN2[C@@H]3C(=O)c2ccc(Cl)cc2)cc1 (stereo partly specified)	-0.6%	0.0	-1.6%	-1.9%	0.9%	-0.5%	12.0	-0.5%	14.0%	-6.2%	0.5%
COCCNC(=O)c1ccccc1NC(=O)c1ccccc1N(C)S(=O)(=O)c1ccc(C)cc1	nt	-0.7	nt	nt	1.2%	1.5%	-7.3	-3.4%	-17.6%	10.3%	-3.7%

Continuation:
SMILES	BCR signal inh	FBPA coupling cs	B2AR arrestin	Tb PFK block	PTAP TSG101 blk	PKM2 activator	Giardia kill	S-ASM inh	Integrin act MD	Menin MLL FP TR	GALK inh
COP(=O)(OC)C(Nc1ccc(Cl)cc1)c1ccccc1 (stereo unspecified)	4.5%	0.2	0.4%	-3.8%	-3.6%	-1.2%	-23.8	-0.2%	39.5%	4.3%	-0.8%
C/C(=N\NC(=O)c1nnn(-c2nonc2N)c1CN1CCCCC1)c1ccccc1O	15.8%	-1.5	0.3%	-7.6%	-0.5%	-0.5%	-2.9	25.8%	-32.0%	78.9%[activator]	21.0%
Cc1ccc(C(C)C)c(OCC(=O)Nn2c(=O)[nH]c3ccccc3c2=O)c1	-7.6%	1.5	-1.0%	0.0%	-3.2%	7.3%	-0.5	?	-27.9%	11.6%	2.7%
Cc1ccc(-c2nn(C)c(=O)c3ccccc23)cc1S(=O)(=O)NCCN1CCOCC1	-17.5%	0.1	-0.2%	-3.4%	-2.9%	0.3%	-8.5	3.6%	-18.2%	-18.8%	3.3%
CS(=O)(=O)N(CC(=O)N1CCN(Cc2ccccc2)CC1)c1ccccc1Br	1.2%	2.7	-0.1%	-3.3%	-5.4%	6.8%	19.3	0.3%	9.7%	-2.7%	3.2%
O=C(Cn1nc(C(F)(F)F)c2c1CCCC2)Nc1ccc2c(c1)OCO2	7.0%	1.6	0.2%	13.1%	-1.1%	0.3%	2.4	-0.5%	10.9%	-4.7%	1.1%
COc1ccc(CNc2ccc3c(c2)CCC3)cc1OC	-2.3%	-3.6	0.1%	0.2%	nt	2.3%	nt	nt	nt	-0.7%	-0.2%
CC1=C(C(=O)N2CCOCC2)C(c2ccc(-c3ccccc3)cc2)NC(=S)N1 (stereo unspecified)	6.4%	2.7	-1.0%	-4.4%	1.6%	-0.1%	6.9	1.0%	-1.0%	0.6%	-2.0%
Cc1onc(-c2ccccc2Cl)c1C(=O)N(C)Cc1ccccc1	1.6%	3.5	-0.9%	0.3%	-3.7%	nt	-7.5	17.4%	0.0%	-17.6%	10.7%
CC(=O)c1ccc(NC(=O)C(C)Sc2nnc3ccccn23)cc1 (stereo unspecified)	-2.2%	nt	0.4%	-6.1%	-3.4%	nt	-14.9	5.3%	0.0%	nt	nt
CN(c1ccccc1C(=O)N1CCN(c2ccccc2F)CC1)S(=O)(=O)c1ccccc1	?	nt	0.0%	2.7%	-3.3%	-2.0%	6.3	-1.7%	13.8%	nt	-2.4%
